DAGLB inhibitor: DAGLB lipase inhibitors, primary screen, biochemical, fluorescence, HTS; inhibition, % at 5.17 µM; AID 504411, 2011; HEK293T DAGLB membrane lysate, EnzChek fluorogenic substrate; Diacylglycerol lipase-beta (Homo sapiens), Q8NCG7; 340,000 tested, 0.059% active; in the data active = inhibition above about 34%;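 note: 0% = enzyme with vehicle and 100% = wells lacking enzyme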
LANA DNA inh: inhibitors of KSHV C-LANA binding to DNA, primary screen, biochemical, fluorescence polarization, FAM-LBS DNA, MBP-C-LANA, single point. inhibition, % at 9 µM. Kaposi's sarcoma herpesvirus LANA C-terminal domain (residues 932-1162) DNA binding. 340,000 tested, 0.078% active;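 active = highest replicate inhibition at or above 60% at 9 µM, even if other replicates fall short; inactive = all replicates below 60% inhibition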;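 note: 0% = neutral control wells and 100% = 4 µM acridine orange control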
Arrestin-AP2 inh: inhibitors of beta-arrestin/AP2 binding, primary screen, biochemical, GPCR trafficking, flow cytometry; 340,000 tested, 0.31% active; inhibition, % at 10 µM; beta-arrestin 1 C-terminal peptide binding to AP2 beta2-adaptin appendage (human); FITC-arrestin peptide / GST-AP2 beads; AP2 beta2 appendage carries R879A mutation;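 active = inhibition above a set limit, near 3 SD of compounds lacking own fluorescence, cut at about 54% in these data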;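 note: plate controls were DMSO wells for no effect and 5 µM unlabelled arrestin peptide for full effect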
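Assay system: GST-AP2 R879A bound to glutathione beads, E. coli-expressed; Medium: PBS with 0.05% Tween 20 and 0.1% BSA; Also added: fluorescein-tagged arrestin peptide at 50 nM final; Timing: 12 min plus 1 h, RT; Measured by: flow cytometry, FL1 (488/535 nm); Evaluation: percent drop in bead-associated FITC signal.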
Keap1-Nrf2 PPI: Keap1-Nrf2 protein-protein interaction inhibitors, primary screen, biochemical, fluorescence polarization, single point | Kelch-like ECH-associated protein 1 (Homo sapiens), Q14145 | Keap1 Kelch-Nrf2 peptide fluorescence polarization, 1536-well | inhibition, % at 9.4 µM | 340,000 tested, 0.15% active | AID 504523, 2011; in the data active = inhibition above about 12%;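 note: human Keap1 Kelch domain with fluorescein labeled Nrf2 9mer peptide probe; 0% = neutral control wells and 100% = peptide positive control; higher means more block of Keap1 binding to Nrf2 peptide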
NSD2 HMT inh: NSD2 histone methyltransferase inhibitors, primary screen, biochemical, AlphaScreen, single concentration, set 2. 310,000 tested, 0.54% active. inhibition, % at 12.5 µM. NSD2 peptide methylation, 120 min. Histone-lysine N-methyltransferase NSD2 (Homo sapiens), O96028; in the data active = inhibition above about 50%
Target sequence (O96028 whole entry, looked up): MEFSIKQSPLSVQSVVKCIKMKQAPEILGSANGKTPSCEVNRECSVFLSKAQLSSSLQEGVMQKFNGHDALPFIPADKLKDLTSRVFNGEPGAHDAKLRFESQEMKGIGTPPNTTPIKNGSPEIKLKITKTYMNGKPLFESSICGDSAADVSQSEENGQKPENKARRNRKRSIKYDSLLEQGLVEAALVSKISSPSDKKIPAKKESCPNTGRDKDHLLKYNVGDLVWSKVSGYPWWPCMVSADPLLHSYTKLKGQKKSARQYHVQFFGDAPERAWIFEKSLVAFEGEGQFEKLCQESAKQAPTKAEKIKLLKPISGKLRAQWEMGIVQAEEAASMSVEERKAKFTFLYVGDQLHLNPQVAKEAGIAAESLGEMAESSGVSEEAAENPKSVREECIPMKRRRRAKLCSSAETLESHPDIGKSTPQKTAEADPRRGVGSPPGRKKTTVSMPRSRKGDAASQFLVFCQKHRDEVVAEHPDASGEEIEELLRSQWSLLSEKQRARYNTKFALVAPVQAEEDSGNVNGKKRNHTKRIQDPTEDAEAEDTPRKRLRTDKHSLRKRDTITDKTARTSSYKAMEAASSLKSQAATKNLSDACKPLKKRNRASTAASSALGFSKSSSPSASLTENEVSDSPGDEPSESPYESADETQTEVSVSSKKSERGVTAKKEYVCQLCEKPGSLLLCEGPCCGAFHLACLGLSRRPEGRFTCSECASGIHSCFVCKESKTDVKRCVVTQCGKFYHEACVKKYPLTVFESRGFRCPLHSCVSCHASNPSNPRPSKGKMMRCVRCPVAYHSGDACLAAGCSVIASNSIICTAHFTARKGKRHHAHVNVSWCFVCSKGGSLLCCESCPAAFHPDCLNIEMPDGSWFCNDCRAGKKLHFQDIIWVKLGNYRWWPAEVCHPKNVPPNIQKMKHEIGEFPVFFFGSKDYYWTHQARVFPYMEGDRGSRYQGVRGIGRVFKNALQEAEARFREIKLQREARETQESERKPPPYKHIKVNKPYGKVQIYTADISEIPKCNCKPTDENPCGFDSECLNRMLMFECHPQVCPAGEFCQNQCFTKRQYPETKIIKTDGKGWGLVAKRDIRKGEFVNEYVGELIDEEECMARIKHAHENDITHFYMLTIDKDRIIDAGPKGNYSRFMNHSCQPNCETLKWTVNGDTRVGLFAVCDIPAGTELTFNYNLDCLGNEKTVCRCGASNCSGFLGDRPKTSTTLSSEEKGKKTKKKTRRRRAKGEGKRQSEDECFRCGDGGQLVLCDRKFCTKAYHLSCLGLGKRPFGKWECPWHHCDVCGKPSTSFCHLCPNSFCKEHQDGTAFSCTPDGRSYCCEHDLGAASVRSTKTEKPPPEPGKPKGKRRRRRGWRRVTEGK
CAL PDZ FP-1: CAL PDZ peptide-binding inhibitors, primary screen, biochemical, fluorescence polarization, Cer-tagged CAL PDZ, HTS. Golgi-associated PDZ and coiled-coil motif-containing protein (Homo sapiens), Q9HD26. purified CAL PDZ, TMR-peptide fluorescence polarization, 1 h. inhibition, % at 20 µM. 330,000 tested, 0.02% active. AID 504414, 2011;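 active = highest replicate inhibition of at least 40%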;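 note: plate controls were DMSO neutral control wells for no effect and unlabeled competitor peptide control wells for full effect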
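Test system: tagged CAL PDZ domain / Buffer or medium: sodium phosphate/NaCl buffer pH 7.4 with TCEP, IgG, Thesit / Reagent: TMR-labelled reporter peptide T*-PRC34 bound in PDZ groove / Compound dosing: single point, 20 µM / Schedule: 1 h incubation at room temperature before polarization reading / Technique: fluorescence polarization (mP) / Benchmarks: unlabelled peptide, DMSO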
V-ATPase pHluor: regulators of yeast V-ATPase proton pumping, primary screen, pHLuorin cytosolic pH fluorescence; S. cerevisiae; response, % at 10 µM; 350,000 tested, 0.37% active; in the data active = response mostly above about 7.3%, no sharp cut-off; inactive = mostly below about 5.4%; note: actives read high; inactives centre near 0; some compounds called inactive have numbers as strong as hits
Cardiac RTF inh: cardiac RTF calcium sensitivity inhibitors, primary screen, biochemical, IANBD-TnC fluorescence, EC70 calcium; Troponin I, cardiac muscle (Homo sapiens) + Troponin T, cardiac muscle (Homo sapiens) + …; IANBD-labeled cardiac RTF, Ca2+ fluorescence; inhibition, % at 7.15 µM; 340,000 tested, 0.12% active; AID 493244, 2011;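 active = inhibition above the mean inhibition of all tested compounds plus 3 SD, cut at about 17% in these data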;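 note: assay run at fixed EC70 calcium of 1.6 mM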
CAL PDZ FP-2: untagged CAL PDZ binding inhibitors, primary screen, biochemical, fluorescence polarization, HTS; inhibition, % at 24.9 µM; 300,000 tested, 0.92% active; Golgi-associated PDZ and coiled-coil motif-containing protein (Homo sapiens), Q9HD26; purified CAL PDZ, TMR-peptide fluorescence polarization, 1 h; AID 602252, 2012;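 active = mean inhibition of at least 30% with at least half of replicates also reaching 30%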;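 note: 0% = DMSO neutral control and 100% = excess unlabeled competitor peptide PRC23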
DSG3 Ab inh: inhibitors of pemphigus antibody binding to DSG3, primary screen, biochemical, bead-based, flow cytometry, scFv-GFP; Desmoglein-3 (Homo sapiens), P32926; DSG3-coupled beads, scFv-anti-DSG3-GFP binding; hits give low values; binding (percent of control), % at 10 µM; 310,000 tested, 0.48% active; AID 588358, 2011;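 active = binding more than 3 SD below its plate's average and above zero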;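 note: hits lower antibody fragment binding to DSG3; some compounds called inactive have numbers as strong as hits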
An asterisk follows results filed as active; / = no result given. Some of the compounds tested; rates above refer to the full screens.

SMILES	DAGLB inhibitor	LANA DNA inh	Arrestin-AP2 inh	Keap1-Nrf2 PPI	NSD2 HMT inh	CAL PDZ FP-1	V-ATPase pHluor	Cardiac RTF inh	CAL PDZ FP-2	DSG3 Ab inh
Cn1cc([C@@H]2C[C@H]3CN(Cc4cccc(Cl)c4)C(=O)[C@]34CCCN24)c2ccccc21	0	-0.2	-14	-11	3	-2.0	-4	-17	5	240
COc1cc(Br)ccc1C1CC(=O)C(C)C(c2ccc(Br)cc2OC)N1 (configuration not stated)	-7	-1.7	1	-2	0	0.4	-2	-11	-2	102
CCCn1c(SCC(=O)N2CCc3ccccc3C2)nc(O)cc1=O	4	-2.1	-4	-1	1	-0.6	1	-1	3	97
Cc1cccc(NS(=O)(=O)Cc2ccccc2)c1C	-3	1.2	-4	0	-1	38	3	5	1	99
CCCn1c(-c2ccc(C(=O)OC)cc2)nc2c1c(=O)[nH]c(=O)n2Cc1ccccc1	-2	-1.4	18	0	-2	-2.0	-1	0	4	/
O=[N+]([O-])c1ccc2nnn(O)c2c1	1	0.0	0	-6	-2	0.6	1	-5	-3	98
O=C(C[C@@H]1C/C=C\C[C@H](Cc2ccc(F)cc2)C(=O)OC[C@@H]2CCCN2C1=O)N[C@H](CO)Cc1ccccc1	-3	0.5	12	-3	/	0.2	1	-6	-2	96
O=C(O)c1cc(-c2cc3ccccc3o2)nn1-c1ccccc1	2	0.7	33	0	1	-3.3	2	-4	-2	98
O=C(N1CCOCC1)N1c2ccccc2Sc2ccccc21	-1	0.8	22	0	0	-0.9	-2	-1	-4	103
CCC(C)n1c(=S)[nH]c2c(sc3ccc([N+](=O)[O-])cc32)c1=O (configuration not stated)	-1	-0.5	4	-1	7	-0.4	0	1	-4	108
COC(=O)C1=C(C(=O)OC)[C@]2([C@@H]3CCCCN[C@@H](Cc4ccccc4)C(=O)N3Cc3ccccc3)C=C[C@H]1O2	-7	1.0	-2	-7	/	-0.2	-1	2	-2	96
CC(=O)OCC1OC(COC(C)=O)(c2ccc(C)cc2)C(OC(C)=O)C1OC(C)=O (configuration not stated)	0	-0.1	-10	-1	-2	0.7	-4	0	-3	102
Cc1cc(C)c(NC(=O)C2CCN(C(=O)c3ccco3)CC2)c(C)c1	1	-0.5	11	5	-4	-3.0	-1	-16	-1	107
C/C(=N\NS(=O)(=O)c1cccc([N+](=O)[O-])c1)c1cccnc1	0	2.5	5	-1	1	-0.8	-1	10	-1	96
CCCCn1nc(C(=O)Nc2cccc(C(=O)NC3CC3)c2)c2ccccc2c1=O	0	0.0	-8	0	0	-1.5	-1	-6	/	101
CCN(/C(N)=N/c1nc(C)cc(C)n1)c1ccccc1	-2	-1.5	25	0	3	/	0	-10	-2	100
O=C(CSc1nccn(-c2ccc3c(c2)OCCO3)c1=O)Nc1ccccc1	-2	0.4	54	-4	-2	-2.2	-5	-11	-4	103
CCOc1ccc(C2CC(c3cccc(C)c3)n3ncnc3N2)cc1 (configuration not stated)	-2	1.9	22	-3	/	-1.2	0	-3	/	103
CCCCS(=O)(=O)N1CN(S(=O)(=O)CCCC)C2NC(=O)NC21 (configuration not stated)	1	0.9	1	-6	/	-0.7	4	-20	/	/
Cc1nnc(NC(=O)CSc2nc3c(c(=O)n2CCc2ccccc2)SC(C)C3)s1 (configuration not stated)	-1	-1.2	3	-1	/	-1.1	-4	-7	/	96
COc1cccc(OCCCn2ccnc2)c1	-1	-1.1	19	-1	-1	2.5	0	-10	1	95
CCOc1ccccc1N(CC(=O)N(C)Cc1ccccc1)S(=O)(=O)c1ccccc1	-3	-0.2	-6	0	-3	-0.7	2	9	-3	101
CCOc1cc(N2CCOCC2)c(OCC)cc1NC(=O)c1oc2ccccc2c1C	-2	-0.5	-22	-2	2	-1.0	1	9	-5	104
CCOC(=O)N1CCC(NC(=O)c2ccc3c(c2)ncn3C2CCCC2)CC1	0	-0.4	-3	-1	-1	-2.4	0	-3	-2	123
O=C(O)c1ccccc1/C=N/NC(=O)C1CCCCC1	0	1.0	38	0	/	-1.4	-5	2	3	88
CCC(CC)C(=O)c1c[nH]c(C(=O)NCc2cccnc2)c1	-1	0.8	17	0	/	-0.2	0	8	-3	114
CC(=O)Nc1sc(/C(C#N)=C/c2ccc(Cl)c(Cl)c2)nc1-c1ccc(C)cc1	-12	1.2	10	-15	1	0.0	-63	-24	6	126
O=[N+]([O-])c1cccc(N(CC2CO2)S(=O)(=O)c2ccccc2)c1 (configuration not stated)	-1	0.0	-4	-4	1	-0.1	3	-2	-7	100
N#CC1=C(N)Oc2cc(O)ccc2C1C1CCCCC1 (configuration not stated)	0	-0.9	-3	-4	-1	-1.8	6	-5	2	108
COCCCNC(=O)CSc1nc2ccccc2c(=O)n1CCCC(=O)NCC1CCCO1 (configuration not stated)	3	0.2	-1	3	-2	0.5	0	-3	4	101
O=C(CN(Cc1ccco1)C(=O)CNS(=O)(=O)c1ccccc1)NC1CCCCC1	0	4.3	26	-1	1	/	4	3	7	104
COc1ccc(C(=O)CCc2ccccc2)c(O)c1	-18	-0.3	-11	-1	-4	-1.3	-2	-1	-3	107
COc1ccc(S(=O)(=O)N2CCOCC2)cc1NC(=O)CCCOc1ccc(Cl)cc1C	-3	0.1	-9	-7	1	-5.7	3	-4	-2	101
O=C(COC(=O)C1(c2ccccc2F)CCCC1)N1CCNC1=O	1	-0.1	3	-2	2	0.4	4	9	19	99
CN1CCNC(=O)C1CC(=O)NCCc1ccccc1F (configuration not stated)	2	0.3	-3	1	-5	0.6	-1	-3	-4	106
CCCn1c(=O)c(C(=O)NCc2ccc(OC)c(OC)c2)c(O)c2ccccc21	-3	-0.5	19	-1	-1	-0.1	-5	-3	0	107
CCCN(CC(=O)Nc1ccccc1OC)C(=O)C1CCCC1	1	0.7	6	-2	-1	-2.6	3	-8	-2	104
CCOC(=O)N1CCN(S(=O)(=O)c2cc(Br)cc3c2N(C(=O)CC)CC3)CC1	-1	-0.5	-6	-3	21	-2.9	3	-6	-1	106
O=S(=O)(c1ccc2c(c1)OCCO2)N1CCC(O)(c2ccc(Cl)cc2)CC1	-5	0.1	-8	-2	1	-1.6	1	-22	-5	/
Cc1cc(C)cc(-n2c(C)cc(C=C(C#N)C#N)c2C)c1	-6	2.4	19	-1	-5	-1.4	3	7	-3	/
CN(C(=O)c1ccc(NC(=O)Cc2ccc(NC(=O)C3CCCN(C(=O)c4ccccc4)C3)cc2)cc1)C1CC1 (configuration not stated)	1	-3.0	5	-4	/	-1.5	2	-25	3	100
CCCCc1nc2sc3c(=O)[nH]c(=S)[nH]c3c2c2c1CCC2	-1	0.6	3	-2	3	-0.2	-1	3	-1	97
COc1ccc(-c2nc(CS(=O)CC(=O)NC3CCCC3)c(C)o2)cc1OC (configuration not stated)	-4	-1.2	32	1	1	-0.6	5	-9	/	101
O=C(NC(Cc1ccccc1)C(=O)O)/C(=C\c1cccc([N+](=O)[O-])c1)NC(=O)c1ccco1 (configuration not stated)	3	0.6	-3	-4	1	-0.1	-1	2	-8	/
Cc1ccc(S(=O)(=O)c2nc(-c3ccco3)oc2SCC(N)=O)cc1	1	-0.7	27	1	0	-1.3	3	6	9	/
CCOc1ccc(NC(=O)C2CCCN(S(=O)(=O)c3cnc[nH]3)C2)cc1 (configuration not stated)	-3	0.8	-9	-2	/	0.2	2	-10	/	106
COc1ccccc1Oc1ncnc2c1cnn2-c1ccccc1	-6	-0.2	6	0	-3	-0.9	-2	2	5	104
CN(C1CCCCC1)S(=O)(=O)c1ccc2c(c1)c(=O)c(C(=O)N1CCc3ccccc3C1)cn2C	1	0.1	-7	-2	0	-0.5	-4	-4	-2	102
O=[N+]([O-])c1ccc(N2CCN(c3ccc(O)cc3)CC2)cn1	4	1.0	27	-2	5	-0.7	0	-1	/	/
CSc1nc(NCc2ccccc2)c2c3c(sc2n1)CN(C)CC3	-1	0.9	-10	0	1	-1.2	1	-3	-4	/
CCOc1ccc(/C=C/C(=O)Oc2ccc(OC)cc2)cc1	-9	-0.4	-4	-1	-1	-0.5	-5	-1	-3	95
O=C(NCc1cccc(OC(F)(F)F)c1)C1CCC(=O)N(Cc2cccc(F)c2)C1 (configuration not stated)	0	2.9	0	-4	-1	-2.0	1	5	-1	110
O=C(CN1CCN(S(=O)(=O)c2ccc(F)c(Cl)c2)CC1)N1CCc2ccccc21	-9	-1.1	-8	-2	-1	-1.9	-6	-15	/	/
CSc1ccc(NC(=O)C(C)N2CCN(C)CC2)cc1 (configuration not stated)	1	2.9	23	6	-1	0.2	-3	-9	2	105
CC/C(=N\NC(=S)NC(C)C)c1ccc(OC)c(OC)c1	/	-0.2	56*	2	-1	-0.8	-1	/	-6	/
Cc1ccccc1NC(=O)CN1CCC(C(=O)c2ccc3c(c2)OCCO3)CC1	1	0.7	8	-4	56*	-2.9	-6	-7	1	/
Cc1cc(C)n(CC(O)Cn2cnc3c2c(=O)n(C)c(=O)n3C)n1 (configuration not stated)	1	-0.7	-4	-6	3	0.5	4	-4	/	103
CCn1c(SCC(=O)Nc2nccs2)nnc1-c1ccc(S(=O)(=O)N2CCCCC2)cc1	0	3.1	-1	3	/	-1.9	0	-15	-3	103
Cc1ccc(S(=O)(=O)N(C)CCCC(=O)N2CCCCC2)cc1	2	0.6	4	-2	0	-1.1	0	-1	-3	100
